Screening results: PubChem, National Center for Advancing Translational Sciences (NCATS)
PKM2 activator = qHTS Assay for Activators of Human Muscle isoform 2 Pyruvate Kinase; purified PKM2, Kinase-Glo ATP luminescence, activation; response scale: 0% is enzyme alone, no compound; Pyruvate kinase PKM (Homo sapiens), P14618; actives 0.34% (n = 260,000); AID 1631, 2009; Potency, µM (series often up to 57.5 µM), for inactives: at the top dose activation, usual class: activators; note: potency is the fitted concentration of half-maximal effect; % is set by controls: 0 for no effect and ±100 for the full control effect; nearly all actives have a fitted effect of over 55% in size
Target sequence (P14618 whole entry, looked up, canonical isoform): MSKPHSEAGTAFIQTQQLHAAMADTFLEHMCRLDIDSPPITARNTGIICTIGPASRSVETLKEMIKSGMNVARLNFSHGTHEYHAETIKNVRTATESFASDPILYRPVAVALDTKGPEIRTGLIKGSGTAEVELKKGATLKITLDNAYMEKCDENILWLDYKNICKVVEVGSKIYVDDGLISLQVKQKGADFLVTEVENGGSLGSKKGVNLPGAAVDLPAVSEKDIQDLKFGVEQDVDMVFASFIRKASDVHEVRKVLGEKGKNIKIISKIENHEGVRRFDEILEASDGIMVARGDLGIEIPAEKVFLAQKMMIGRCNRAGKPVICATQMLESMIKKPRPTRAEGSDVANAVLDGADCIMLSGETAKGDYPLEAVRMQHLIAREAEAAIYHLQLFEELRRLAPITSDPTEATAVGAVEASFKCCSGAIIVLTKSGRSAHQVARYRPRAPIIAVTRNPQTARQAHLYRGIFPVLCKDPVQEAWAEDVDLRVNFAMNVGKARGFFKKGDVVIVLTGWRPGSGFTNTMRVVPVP
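ATP formation by purified human PK-M2, quantified via coupled luciferase luminescence after 1 h at room temperature with 0.1 mM ADP and 0.5 mM PEP final.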
GALK inhibitor = qHTS Assay for Inhibitors of Human Galactokinase (GALK). P51570. Potency, µM (highest dose often 57.5 µM), for inactives: at the highest dose activity change, negative = inhibition, hits mostly inhibitors. Purified GALK, Kinase-Glo residual ATP luminescence. actives 0.007% (n = 270,000); note: potency is the fitted concentration of half-maximal effect; % is set by controls: 0 for no effect and ±100 for the full control effect
Target sequence (P51570 whole entry, looked up): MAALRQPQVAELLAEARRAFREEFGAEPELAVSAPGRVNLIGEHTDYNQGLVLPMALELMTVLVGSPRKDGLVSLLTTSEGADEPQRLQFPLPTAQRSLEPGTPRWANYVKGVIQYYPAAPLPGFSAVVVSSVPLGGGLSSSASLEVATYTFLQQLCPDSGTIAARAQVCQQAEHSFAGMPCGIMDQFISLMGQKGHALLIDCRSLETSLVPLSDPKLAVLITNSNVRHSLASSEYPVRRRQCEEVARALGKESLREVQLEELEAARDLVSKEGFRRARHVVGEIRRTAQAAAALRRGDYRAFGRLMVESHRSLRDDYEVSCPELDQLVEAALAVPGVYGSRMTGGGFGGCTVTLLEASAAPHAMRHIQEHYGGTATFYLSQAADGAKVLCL
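Galactose (100 uM) and ATP (35 uM) were turned over by 5 nM GALK for 1 h at RT. Kinase-Glo Plus then converted the remaining ATP into a luminescent signal.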
Menin MLL FP TR = qHTS Assay for Inhibitors Targeting the Menin-MLL Interaction in MLL Related Leukemias: Competition With Texas Red Labeled MLL-derived Mutant Peptide | O00255 | Menin + Texas Red MLL mutant peptide, fluorescence polarization | Potency, µM (titrated, usually from 61.6 µM), without a hit: at the highest dose FP activity change, negative = inhibition, usual class: inhibitors | actives 0.23% (n = 270,000); active = well fitted inhibition curve with a large enough effect in the polarisation, with a control signal flat, not every such curve was filed as active; inconclusive = small, poorly fitted or top-dose-only effect, or effect the other way, or a change in a side signal; inactive = no such curve, though single readings can be large or run the other way; the % refers to the polarisation; note: potency is the fitted concentration of half-maximal effect; % of control where 0% means no effect; many of its hits are not listed in these tables
USP2a inh = qHTS Assay for Inhibitors of Ubiquitin-specific Protease USP2a Using CHOP2 as the Reporter. actives 0.01% (n = 330,000). USP2 core, Ub-CHOP2 coupled fluorogenic reporter, 485/531. Potency, µM (titrated, usually from 38.3 µM), inactives show top-dose activity change, negative = inhibition, hits mostly inhibitors. Ubiquitin carboxyl-terminal hydrolase 2 (Homo sapiens), O75604;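 note: potency is the fitted concentration of half-maximal effect; plate controls were DMSO wells for no effect and full inhibition by NEM control for full effect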
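Deubiquitinase activity read as fluorescence (485/531 nm) after Ub-CHOP2 cleavage activates the enterokinase reporter on its substrate; USP2 core 10nM, Ub-CHOP2 and substrate 25nM each, 30min compound preincubation then 60min RT; data normalized to NEM, curves fitted.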
KCNH2 WT inh = qHTS for Inhibitors of KCHN2 3.1: Wildtype qHTS | Voltage-gated inwardly rectifying potassium channel KCNH2 (Homo sapiens), Q12809 | U2OS, BacMam KCNH2, thallium flux FluxOr; stronger effect = lower value | activity change, % at 1.84 µM | actives 0.37% (n = 340,000);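 active = maximum activity change below -70%; inconclusive = maximum activity change between -70% and -50%; inactive = maximum activity change above -50%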; note: % is set by controls: 0 for no effect and ±100 for the full control effect
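U2OS cells transduced with wild-type KCNH2 virus are loaded with FluxOr dye for 45 min, and thallium flux is measured in kinetic reads before and after stimulation buffer. Rate constants are normalized to DMSO controls.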
B2AR arrestin = qHTS assay of beta-arrestin-biased ligands of beta2-adrenergic receptor. beta-arrestin recruitment to beta2AR, cell-based reporter. Potency, µM (top dose mostly 46.1 µM), without a hit: at the highest dose activation, usual class: activators. actives 0.02% (n = 330,000);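 note: potency is the fitted concentration of half-maximal effect; 0% = DMSO controls and full agonism = EC100 isoproterenol or metaproterenol; nearly all actives have a fitted effect of over 65% in size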
KCNH2 3.1 inh = qHTS for Inhibitors of KCHN2 3.1: Mutant qHTS | Potassium voltage-gated channel subfamily H member 2, brain isoform KCNH2 3.1 (human) | U2OS KCNH2 3.1, thallium flux FluxOr; stronger effect = lower value | activity change, % (tested at about 1.8 µM) | actives 0.95% (n = 340,000);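 active = maximum activity change below -70%; inconclusive = maximum activity change from -70% to -50%; inactive = maximum activity change above -50%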;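 note: thallium influx rate constant from kinetic fluorescence after stimulation buffer; % is set by controls: 0 for no effect and ±100 for the full control effect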
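U2OS cells transduced with KCNH2 3.1 mutant virus (1.77 x 10^8 /mL, 4 h), plated overnight at 37 C, loaded 45 min with FluxOr dye plus Red40 quencher. Thallium flux rate constant from kinetic reads after stimulation buffer, normalised to controls.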
CXXC DNA block = qHTS Fluorescence Polarization Assay for Inhibitors of MLL CXXC domain - DNA interaction; MLL-CXXC / FITC-HOXA9 DNA fluorescence polarization; Potency, µM (doses to about 115 µM), without a hit: at the highest dose activity change, negative = inhibition, actives largely listed as inhibitors; actives 0.037% (n = 290,000); Histone-lysine N-methyltransferase 2A (Homo sapiens), Q03164; active = well fitted inhibition curve with a large enough effect in the polarisation, with a control signal flat, not every such curve was filed as active; inconclusive = small, poorly fitted or top-dose-only effect, or effect the other way, or a change in a side signal; inactive = no such curve, though single readings can be large or run the other way; the % refers to the polarisation; note: potency is the fitted concentration of half-maximal effect
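Steps: dispense CXXC domain solution (7 uM) → pin compounds or unlabeled HOX-A9 DNA control → 5 min ambient → add FLSN-HOX-A9 solution (50 nM) → spin → 30 min ambient → fluorescence polarization. Tris pH 7.5/NaCl/DTT/BSA buffer.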
Giardia killer = Small Molecules that selectively kill Giardia lamblia: qHTS; Giardia lamblia trophozoite viability; actives 0.15% (n = 340,000); activity change, % at 7.66 µM, hits read low; in the data active = activity change below about -80%; inconclusive = between about -30% and that limit;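 note: parasites exposed to compound for two days anaerobically before the ATP read; % is set by controls: 0 for no effect and ±100 for the full control effect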
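Trophozoite viability was measured as ATP-dependent luminescence, read 15-30 min after reagent addition. Before that, parasites at 100 cells/well were exposed to compounds for 48 h, anaerobically, at 37 deg C.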
TRPV1 agonist = HTS Assay for Compounds that Act as Agonists of the Vanilloid Receptor 1; Transient receptor potential cation channel subfamily V member 1 (Homo sapiens), Q8NER1; TRPV1-expressing cells, Fluo-8 calcium influx, agonist mode; activation, % at 8.33 µM; actives 0.19% (n = 320,000); AID 540275, 2011; in the data active = activation above about 80%; inconclusive = between about 30% and that limit; note: 0% is about no effect
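Cells expressing TRPV1 were dye-loaded with Fluo-8 and read kinetically: 10 s baseline, 3 min after compound (agonist portion), then 2 min after EC20 capsaicin (allosteric enhancer portion). Calcium-bound dye fluorescence at 480/520 nm.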
Coupling enz = qHTS Assay for Inhibitors of Fructose-1,6-bisphosphate Aldolase from Giardia Lamblia: Coupling assay counterscreen. activity change, negative = inhibition, % at 58.2 µM, hits read low. AID 2472, 2010. actives 0.67% (n = 290,000). coupling enzyme system counterscreen, AmpLite Red fluorescence; in the data active = activity change below about -30%; note: % is set by controls: 0 for no effect and ±100 for the full control effect
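Counterscreen lacking aldolase: glyceraldehyde-3-phosphate coupling-enzyme reagent preincubated 10 min at RT with compound (at 57.5 uM final), then substrate/coupling system with AmpLite Red added; fluorescence read at 525/598 nm after 20 min RT.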
* marks the source's active call; other numbers are inactive results; u = inconclusive; x = not tested or not shown; [ ] = dose if it differs, or a comment. Unless noted, calls come from the whole dose curve; as a rule, active = well fitted curve in the direction sought with a large enough effect; inconclusive = small, poorly fitted or top-dose-only effect, or another doubt; inactive = no such curve, though single readings can be large; an effect the other way counts as inactive or inconclusive.

Every second line gives: PKM2 activator	GALK inhibitor	Menin MLL FP TR	USP2a inh	KCNH2 WT inh	B2AR arrestin	KCNH2 3.1 inh	CXXC DNA block	Giardia killer	TRPV1 agonist	Coupling enz
CCC(c1nnnn1C(C)(C)C)N(CCOC)Cc1cc2cccc(C)c2n2nnnc12 (stereo not given)
→ -5%	-1%	15%	-7%	x	0.4%	x	1%	x	0	3
COc1ccccc1C(=O)NCCC(=O)N1CCN(c2ccc(C(F)(F)F)cn2)CC1
→ x	x	x	-1%	5	-0.3%	-1	x	2	0	x
COC(=O)c1cccc(C(=O)Nc2ccc(C)cc2)n1
→ -1%	-2%	-16%	1%	0	0.5%	-13	-12%	0	11	0
COc1cc2c(cc1NC(=O)c1cc(-c3cccnc3)nc3ccc(C)cc13)oc1ccccc12
→ 1%	-3%	10%	0%	-8	-0.1%	-9	23%	24	-2	0
CC(C)(C)c1ccc(-c2nnc(N)s2)cc1
→ -22%	1%	-12%	4%	-18	-0.4%	-2	4%	-30	3	1
COc1ccccc1-c1cnnc(N/N=C/c2ccc(-c3cccc(Br)c3)o2)n1
→ 11%	-1%	-7%	1%	-3	-0.1%	-15	2%	-7	-2	2
O=C(CN(CC1CCCO1)C(=O)CNS(=O)(=O)c1ccc(Cl)cc1)NCc1ccc(F)cc1 (stereo not given)
→ 6%	15%	-21%	-3%	14	0.0%	-4	13%	11	3	1
CCN(CC(=O)Nc1ccccc1C(F)(F)F)C(=O)c1cc(-c2cccs2)nn1-c1ccccc1
→ -2%	4%	u	-5%	-12	0.6%	-11	u	-1	9	0
CC1CCN(C(=O)CSc2nc(C(C)C)nc3c2c(=O)n(C)c(=O)n3C)CC1
→ -11%	-3%	x	2%	1	-1.7%	-2	10%	1	23	x
CC(=O)n1cc(/C=N/NC(=O)c2sc(C)nc2C)c2ccccc21
→ -4%	-2%	12%	4%	6	-0.5%	2	-2%	-18	5	x
COc1ccc(S(=O)(=O)Nc2cc3c4c(c2)CCN4C(=O)CC3)cc1
→ x	x	x	-2%	-5	-0.1%	24	x	11	-3	x
O=C(c1ccc(COc2ccc(Cl)cc2Cl)o1)N1CCCC1
→ -1%	7%	x	-6%	-7	-0.4%	-3	35%[activator]	-14	17	x
COc1cccc(NC(=O)c2nc3ncccn3n2)c1
→ -9%	1%	-21%	x	-5	x	0	-6%	0	0	1
CC(C)C[C@H](NC(=O)OC(C)(C)C)c1nnc(SCc2ccccc2)o1
→ -2%	0%	u	7%	5	0.1%	2	-2%	-1	u	2
CCOC(=O)C1=C(COC(=O)c2cc(S(=O)(=O)N(C)C)ccc2C)NC(=O)NC1C (stereo not given)
→ x	x	x	3%	0	0.0%	-2	x	-9	-2	x
CC(C)(C)NCc1cc(Cl)ccc1OCc1ccccc1F
→ -31%	3%	u	4%	9	-0.2%	1	26%	-11	-3	2
COc1cccc(NC(=S)N2CCC(NC(=O)c3ccco3)CC2)c1
→ x	-2%	x	1%	-3	0.1%	-12	10%	6	3	1
O=C(CN1C(=O)C2CCCCC2C1=O)Nc1ccc(S(=O)(=O)Nc2ncccn2)cc1 (stereo not given)
→ 2%	-1%	-15%	1%	-7	-1.2%	27	14%	-21	-3	11
COc1ccc(NC(=O)C(=O)Nc2cccc3cccnc23)cc1OC
→ 0%	5%	-15%	0%	2	-0.7%	-5	-3%	32[activator]	2	1
CCOc1ccc(S(=O)(=O)N2CCC(C(=O)N3CCCCCC3)CC2)cc1C
→ -6%	-5%	x	-1%	-13	-0.5%	-3	9%	-6	1	x
CC1=C(C(=O)OCC2CCCO2)C(c2ccsc2)C2=C(CC(C)(C)CC2=O)N1 (stereo not given)
→ -1%	0%	-13%	-1%	x	-0.1%	-2	-2%	10	7	0
C/C(=N\NS(=O)(=O)c1ccc(C(C)(C)C)cc1)c1ccccc1
→ x	0%	29%	0%	x	-0.6%	0	14%	1	7	-3
CCCOc1ccc(C(=O)C(c2ccccc2)N2CCOCC2)cc1 (stereo not given)
→ 1%	-2%	-2%	-3%	6	0.0%	4	-3%	-4	11	0
FC(F)(F)c1cccc(CN2CCSCC2)c1
→ -5%	5%	-29%	2%	19	-0.6%	34	1%	-9	0	2
CC(CCc1ccccc1)NC(=O)C(=O)Nc1ccccc1 (stereo not given)
→ 3%	0%	-3%	0%	1	-0.3%	u	-12%	-5	11	3
COc1ccc(S(=O)(=O)N2CCC(C(=O)N[C@H](C(=O)NC3CCCC3)C(C)C)CC2)cc1
→ x	0%	x	3%	9	0.4%	-11	21%	28	2	x
Cc1ccc(S(=O)(=O)Nc2ccc3cn[nH]c3c2)cc1C
→ x	x	x	2%	14	-2.9%	11	x	-7	x	x
Cc1cc(C)nc(N2CCCC(C(=O)NC(C)C)C2)n1 (stereo not given)
→ 0%	0%	5%	-1%	-11	-1.7%	-2	2%	2	-5	1
Cc1sc2ncnc(N3CCCCC3)c2c1C
→ 3%	0%	x	-1%	6	-2.1%	-8	-3%	8	26	2
Cc1c(NS(=O)(=O)c2ccc(NC3CCCC3)c([N+](=O)[O-])c2)c(=O)n(-c2ccccc2)n1C
→ 0%	0%	5%	3%	3	-0.6%	1	-2%	12	0	-1
C[C@@H]1C[C@@H]2OC(=O)[C@]3(C)[C@H]2[C@@H](OC3(C)O)[C@]2(C)C(=O)CC[C@H]12 (stereo not given in full)
→ 5%	-1%	x	3%	x	-0.7%	x	3%	x	-3	-3
Cc1ccc(NC(=O)CSc2nnc(C(F)(F)F)n2C)cc1[N+](=O)[O-]
→ 9%	-2%	69%[activator]	3%	0	-1.6%	1	-2%	-15	-2	-1
CC1CC(C)CN(C(=O)C2CCN(S(=O)(=O)c3cccc4cccnc34)CC2)C1 (stereo not given)
→ x	6%	x	4%	-13	0.1%	-4	10%	2	-1	x
CCc1ccc(-c2nc(SCC(=O)NC3CCCC3)n[nH]2)cc1
→ -18%	5%	x	3%	-3	0.4%	-2	4%	-10	5	x
Cc1ccccc1Nc1c(-c2cccnc2)nc2ccccn12
→ 3%	x	x	-2%	4	-1.3%	1	17%	19	0	5
Cc1cccc(N/C=C/C(=O)c2cccs2)c1C
→ -43%	4%	-4%	0%	-2	-0.1%	-5	18%	u	u	-3
O=C(O)c1ccc(N=Nc2c(O)[nH]c3ccccc23)cc1
→ -25%	x	x	0%	-6	0.0%	9	41%[activator]	-18	-5	-2
Cc1cccc(-c2cc(C(=O)Nc3sc(C)c(C)c3C(N)=O)c3ccccc3n2)c1
→ 1%	1%	u	0%	-5	0.5%	-40	u	11	8	0
COc1ccc(/C=N/NC(=O)c2ccc(NC(=O)c3ccccc3Br)cc2)cc1
→ -11%	0%	-20%	2%	14	-0.2%	-18	16%	19	29	0

Entries of single compounds as entered above. Order of values: PKM2 activator, GALK inhibitor, Menin MLL FP TR, USP2a inh, KCNH2 WT inh, B2AR arrestin, KCNH2 3.1 inh, CXXC DNA block, Giardia killer, TRPV1 agonist, Coupling enz
Cc1cccc(N/C=C/C(=O)c2cccs2)c1C is entered as -43%, 4%, -4%, 0%, -2, -0.1%, -5, 18%, u, u, -3
C[C@@H]1C[C@@H]2OC(=O)[C@]3(C)[C@H]2[C@@H](OC3(C)O)[C@]2(C)C(=O)CC[C@H]12 (stereo not given in full) is entered as 5%, -1%, x, 3%, x, -0.7%, x, 3%, x, -3, -3
O=C(O)c1ccc(N=Nc2c(O)[nH]c3ccccc23)cc1 is entered as -25%, x, x, 0%, -6, 0.0%, 9, 41%[activator], -18, -5, -2

A portion of the library; count on the stated rates, not on these rows.
